Screening data deposited in PubChem BioAssay by National Center for Advancing Translational Sciences (NCATS).
mIDH1 inhibitor: inhibitors of human mutant IDH1 R132H. O75874. IDH1-R132H enzyme, NADPH consumption, diaphorase/resazurin fluorescence. Potency, µM (top dose mostly 76.6 µM), inactives show at the highest dose activity change, negative = inhibition, most hits filed as inhibitors. 390,000 tested, 0.093% active. AID 602179; further: potency means the concentration at half of the fitted maximal effect; on the % scale 0 is the no-effect control and ±100 the full control effect; nearly all actives have a fitted effect of over 65% in size
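IDH1-R132H (0.5 ug/mL dispensed) in pH 7.5 Tris buffer was preincubated 30 min with compound, then given a substrate mix of 0.016 mM NADPH and 2 mM alpha-KG for 80 min at room temperature; remaining NADPH was read by diaphorase/resazurin fluorescence.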
PGK inhibitor: T. brucei PGK inhibition | Potency, µM (series often up to 57.5 µM), inactives show at the highest dose activity change, negative = inhibition, hits mostly inhibitors | AID 602233 | P07378 | PGK/GAPDH coupled, Kinase-Glo luminescence, 60 min | 380,000 tested, 0.043% active; further: potency means the concentration at half of the fitted maximal effect; on the % scale 0 is the no-effect control and ±100 the full control effect; nearly all actives have a fitted effect of over 60% in size
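Recombinant glycosomal PGK reaction used 1,3-bisphosphoglycerate generated in-well by GAPDH (100nM final) in 100mM TEA pH 7.6, 5mM MgCl2, 0.01% Tween-20. After 60 minutes at room temperature, ATP was read by Kinase-Glo Plus luminescence end-point.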
USP1-UAF1 inh: USP1/UAF1 (human) deubiquitinase inhibition | O94782 | recombinant USP1/UAF1, Ub-Rhodamine cleavage fluorescence | Potency, µM (highest dose often 57.1 µM), for inactives: at the highest dose activity change, negative = inhibition, usual class: inhibitors | 390,000 tested, 0.23% active; further: potency means the concentration at half of the fitted maximal effect; on the % scale 0 is the no-effect control and ±100 the full control effect; nearly all actives have a fitted effect of over 60% in size; inactives centre near -12
Target sequence (O94782 whole entry, looked up): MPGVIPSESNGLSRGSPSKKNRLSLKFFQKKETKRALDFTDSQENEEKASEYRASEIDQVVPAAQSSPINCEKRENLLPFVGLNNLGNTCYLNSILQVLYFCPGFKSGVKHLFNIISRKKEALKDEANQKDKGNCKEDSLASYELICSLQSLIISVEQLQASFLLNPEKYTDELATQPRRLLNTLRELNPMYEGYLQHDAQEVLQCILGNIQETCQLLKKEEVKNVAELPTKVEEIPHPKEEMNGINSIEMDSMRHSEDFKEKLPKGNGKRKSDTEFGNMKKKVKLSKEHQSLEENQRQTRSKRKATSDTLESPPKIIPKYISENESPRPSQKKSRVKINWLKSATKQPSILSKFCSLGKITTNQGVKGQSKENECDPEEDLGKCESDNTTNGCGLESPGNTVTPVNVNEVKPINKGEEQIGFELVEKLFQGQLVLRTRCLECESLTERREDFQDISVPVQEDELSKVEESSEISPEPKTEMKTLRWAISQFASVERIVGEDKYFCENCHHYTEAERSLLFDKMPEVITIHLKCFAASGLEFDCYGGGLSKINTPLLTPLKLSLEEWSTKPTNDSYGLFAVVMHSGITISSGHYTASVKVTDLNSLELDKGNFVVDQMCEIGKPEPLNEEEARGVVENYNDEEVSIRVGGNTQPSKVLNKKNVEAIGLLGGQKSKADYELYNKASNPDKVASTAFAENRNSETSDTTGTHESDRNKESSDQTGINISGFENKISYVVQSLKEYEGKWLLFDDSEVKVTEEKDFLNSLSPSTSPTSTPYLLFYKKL
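High-throughput fluorogenic screen: 1nM USP1/UAF1 complex, Ub-Rho substrate 150nM final, 50mM HEPES pH 7.8 with 0.5mM EDTA, 0.1 mg/ml BSA, 1mM TCEP and 0.01% Tween-20.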
TrxR1 inh: blocks rat thioredoxin reductase 1; recombinant rTrxR1, NADPH fluorescence consumption, selenite substrate; Potency, µM (series often up to 114 µM), without a hit: at the highest dose activity change, negative = inhibition, most hits filed as inhibitors; 390,000 tested, 1% active; AID 588453; further: potency means the concentration at half of the fitted maximal effect; on the % scale 0 is the no-effect control and ±100 the full control effect; nearly all actives have a fitted effect of over 65% in size
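Rat TrxR1 (90 nM in the dispensed reagent) was pre-reduced with 400 uM NADPH for 5 min at room temperature, then incubated with compound for 15 min. After 400 uM selenite was added, NADPH fluorescence (Ex 340/Em 450 nm) was followed for 8 min.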
Pin1 inhibitor: human Pin1 inhibition; Pin1 FP peptide displacement, HiFluor488, 10 min; 390,000 tested, 0.009% active; Potency, µM (highest dose often 115 µM), without a hit: at the highest dose activity, negative = inhibition, actives largely listed as inhibitors; active means well fitted inhibition curve with a large enough effect in the polarisation, with a control signal flat, not every such curve was filed as active; inconclusive means small, poorly fitted or top-dose-only effect, or effect the other way, or a change in a side signal; inactive means no such curve, though single readings can be large or run the other way; the % refers to the polarisation; further: potency means the concentration at half of the fitted maximal effect; on the % scale 0 is the no-effect control and ±100 the full control effect
Target sequence (Q13526 whole entry, looked up): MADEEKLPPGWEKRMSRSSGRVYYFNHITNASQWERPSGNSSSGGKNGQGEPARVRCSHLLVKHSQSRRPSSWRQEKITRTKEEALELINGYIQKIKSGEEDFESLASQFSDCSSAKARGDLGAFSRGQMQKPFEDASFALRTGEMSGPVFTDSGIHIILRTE
PI4K2A block: blocks human PI4K2A kinase activity. Q9BTU6. purified PI4K2A, ADP-Glo luminescence, 1 h; active compounds read low. activity change, negative = inhibition, % at 76.9 µM. 420,000 tested, 0.13% active. AID 1346378; in the data active means activity change below about -50%; inconclusive means mostly about -30% to -49%;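 further: -100% = wells without enzyme as full effect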
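Compounds are screened against recombinant PI4K2A using PI as substrate and ATP, the latter dispensed at 300 microM. Reactions run one hour at ambient temperature before ADP-Glo detection; full inhibition defined by wells lacking enzyme.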
TrxR1 substrate: rat thioredoxin reductase 1 substrate activity; O89049; purified TrxR1 substrate turnover, NADPH consumption readout; Potency, µM (highest dose often 114 µM), inactives show at the top dose activity change, negative = substrate turnover; 390,000 tested, 0.01% active; further: potency means the concentration at half of the fitted maximal effect; on the % scale 0 is the no-effect control and ±100 the full control effect; nearly all actives have a fitted effect of over 50% in size
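Rat TrxR1, dispensed at 90 nM, was prereduced with 400 uM NADPH (final) for 5 min at ~22 deg C, then incubated with compound 15 min before 400 uM selenite. A first-read NADPH fluorescence drop versus no-compound background flagged substrates.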
GLS inh: inhibitors of human glutaminase (GLS); Potency, µM (highest dose often 45.5 µM), for inactives: at the highest dose activity change, negative = inhibition, most hits filed as inhibitors; AID 624170; GLS enzymatic activity, qHTS titration; O94925; 410,000 tested, 0.21% active; further: potency means the concentration at half of the fitted maximal effect; on the % scale 0 is the no-effect control and ±100 the full control effect
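Two-point fluorescence kinetic (t0, 30 min RT) for hKGA; glutamate detected via glutamate oxidase–HRP–Amplex Red. Substrate: 1 mM L-glutamine solution; buffer 45 mM KH2PO4, pH 8.2.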
HP1b chromo inh: blocks HP1-beta chromodomain binding to methylated histone tails | AlphaScreen HP1-beta / biotin-H3K9me3 peptide binding | 390,000 tested, 0.56% active | Potency, µM (top dose mostly 114 µM), for the others: at the top dose activity change, negative = inhibition, actives largely listed as inhibitors | P83916; further: potency means the concentration at half of the fitted maximal effect; nearly all actives have a fitted effect of over 70% in size; inactives centre near 23
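HP1-beta protein (50 nM final) preincubated 30 min at room temperature with biotinylated H3(1-18)K9me3 peptide (50 nM) in PBS pH 7.4, 0.01% Tween-20, then compound added for 30 min. AlphaScreen streptavidin donor/nickel chelate acceptor beads (10 ug/mL final), 30 min dark, luminescence read.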
An asterisk follows results filed as active; i = inactive; u = inconclusive; x = not tested or not shown; [ ] = remark or other dose. Unless noted, the call rests on the fitted dose curve; in most records, active means well fitted curve in the direction sought with a large enough effect; inconclusive means small, poorly fitted or top-dose-only effect, or another doubt; inactive means no such curve, though single readings can be large; an effect the other way counts as inactive or inconclusive. These rows are one share of the data; rates above refer to the full screens.

Order of results: mIDH1 inhibitor	Pin1 inhibitor	TrxR1 substrate	USP1-UAF1 inh	GLS inh	PGK inhibitor	PI4K2A block	HP1b chromo inh	TrxR1 inh
O=C(Nc1nc2ccsc2c(=O)s1)c1ccc(F)cc1Cl
    9%	5%	13%[57.1 µM]	-4%	25%	-18%	0	-19%	40%[57.1 µM]
COC(=O)c1ccc(C2/C(=C(\O)c3ccc4c(c3)OCCO4)C(=O)C(=O)N2c2nnc(C)s2)cc1 (centres undefined)
    -12%	2%	-2%[57.1 µM]	-19%	2%	i	-8	66%[activator]	1%[57.1 µM]
Cc1ccc(NC(=O)CSc2nc(C)c(C)c(C)n2)c([N+](=O)[O-])c1
    5%	-1%	-9%	-10%	8%	i	2	18%	-8%
COc1ccc(N2CC(C(=O)Nc3nnc(SCC(=O)NC(C)(C)C)s3)CC2=O)cc1 (centres undefined)
    4%	-1%	-1%	2%	4%	-2%	4	22%	20%
CCC(C(=O)Nc1cc(C)on1)c1ccccc1 (centres undefined)
    7%	-8%	-10%	-15%	-16%	i	4	24%	-12%
C=CCc1c(C)nc(-c2ccccc2)nc1N/N=C(\C)c1ccc(N)cc1
    6%	5%	-12%	-3%	26%	5%	11	13%	-19%
Cc1ccsc1C(=O)OCC(=O)N1CCN(c2ccccc2)CC1
    0%	5%	-1%	-22%	17%	5%	7	8%	-23%
O=C(COc1ccc(Cl)cc1)NCCSc1ccccc1
    2%	-11%	6%[57.1 µM]	-20%	11%	1%	9	75%[activator]	3%[57.1 µM]
COc1ccc(-c2csc(NC3OC(=O)c4c3ccc(OC)c4OC)n2)cc1OC (centres undefined)
    1%	2%	3%	-25%	-6%	i	-2	4%	u
CCCN1CCN(C(=O)CN2C(=O)CC(C)(C)S(=O)(=O)c3ccccc32)CC1
    8%	-1%	9%[57.1 µM]	-16%	2%	-6%	-1	18%	7%[57.1 µM]

Carrying on:
Order of results: mIDH1 inhibitor	Pin1 inhibitor	TrxR1 substrate	USP1-UAF1 inh	GLS inh	PGK inhibitor	PI4K2A block	HP1b chromo inh	TrxR1 inh
C[C@@H]1C(=O)NC2=Nc3cccc(Cl)c3CN21
    x	x	15%[57.1 µM]	x	-1%	x	3	x	20%[57.1 µM]
COc1ccc2c(CNCCc3cccs3)c(C(=O)O)n(Cc3cccc(F)c3)c2c1
    12%	u	11%	-17%	0%	-8%	1	31%	30%
Cc1cc(C(=O)C(C)Cl)c(C)n1Cc1ccco1 (centres undefined)
    -7%	-10%	3%[57.1 µM]	1%	29%	1%	-10	u	-40%
N#CC[n+]1cc(-c2ccc(Cl)cc2)n2c1CCC2
    -2%	1%	9%[57.1 µM]	12%	0%	-8%	0	13%	14%
Nc1ccc(S(=O)(=O)Nc2nccc(/C=C/c3ccc(Cl)cc3Cl)n2)cc1
    -2%	2%	-2%	-3%	4%	-5%	-3	-8%	16%
COc1ccc(Cc2nnc(NC(=O)C3CCCO3)s2)cc1OC (centres undefined)
    -6%	0%	9%[57.1 µM]	-10%	-8%	-4%	-8	-19%	-3%[57.1 µM]
N#C/C(=N\Nc1ccccc1)C(=N)N1CCCCCC1
    -4%	-4%	-7%	-21%	4%	-5%	6	16%	-8%
O=C(Oc1cc(Cl)ccc1Cl)C1=CC=CN2CCS(=O)(=O)N=C12
    2%	-2%	154%[activator]	-10%	17%	i	-3	38%[activator]	53%[activator]
O=C1CN(C(=O)COC(=O)CCCOc2ccccc2)c2ccccc2N1
    1%	0%	5%[57.1 µM]	-2%	2%	1%	0	8%	-10%[57.1 µM]
COc1cccc(/C=C/C(=O)OCC(=O)NCc2ccco2)c1
    8%	u	25%	5%	7%	-2%	-10	-5%	-35%

New compounds follow
Order of results: mIDH1 inhibitor	Pin1 inhibitor	TrxR1 substrate	USP1-UAF1 inh	GLS inh	PGK inhibitor	PI4K2A block	HP1b chromo inh	TrxR1 inh
Cc1ccccc1OCc1ccc(C(=O)N2CCOCC2)o1
    -3%	-8%	5%	-24%	-13%	-7%	3	37%	1%
O=C(c1ccccc1F)N1CCCC(C(=O)N2CCN(c3ccccc3)CC2)C1 (centres undefined)
    1%	-3%	1%[57.1 µM]	6%	0%	8%	6	22%	14%[57.1 µM]
CCOC(=O)C(C)Sc1ncnc2nc[nH]c12 (centres undefined)
    1%	1%	13%	-5%	-7%	-9%	13	8%	32%
CCOC(=O)N1CCN(C(=O)C(=O)NNC(=O)COc2ccc(Cl)c(C)c2)CC1
    7%	-12%	10%[57.1 µM]	-9%	7%	-8%	0	42%	15%[57.1 µM]
O=C(CSc1nccn1-c1ccc(Cl)cc1)Nc1ccc(Cl)c(Cl)c1
    -14%	17%	-1%[57.1 µM]	-18%	1%	-6%	5	4%[57 µM]	2%[57.1 µM]
CCOC(=O)Cc1csc(NC(=O)c2cccc(N3C(=O)CCC3=O)c2)n1
    11%	5%	-5%	1%	12%	-8%	-3	5%	9%
COc1ccccc1N1C(=O)c2ccc(C(=O)Nc3ccc(F)cc3)cc2C1=O
    -5%	-3%	-3%	-14%	-5%	x	3	29%	18%
O=C(OCCCN=C1NS(=O)(=O)c2ccccc21)c1ccccc1F
    4%	-9%	-3%	-9%	-5%	-4%	6	36%[activator]	16%[57.1 µM]
CCCOc1ccc2oc(=O)c3c(c2c1)CCCN3C(=O)CN1CCc2ccccc2C1
    13%	16%	-4%[57.1 µM]	-27%	-13%	-6%	1	14%	9%[57.1 µM]
CNC(=O)c1ccc(NC(=O)c2cc(S(=O)(=O)N3CCOCC3)ccc2N2CCCC2)cc1
    10%	-1%	-9%	-15%	-2%	-10%	9	38%	11%

Continuation.
Order of results: mIDH1 inhibitor	Pin1 inhibitor	TrxR1 substrate	USP1-UAF1 inh	GLS inh	PGK inhibitor	PI4K2A block	HP1b chromo inh	TrxR1 inh
O=C(NC1CC1)c1c(O)c2ccccc2[nH]c1=O
    21%	5%	11%	-11%	-8%	-6%	6	11%	15%
COc1ccc(N2CC(NC(=O)COc3ccc4ccccc4c3)CC2=O)cc1 (centres undefined)
    0%	-8%	2%[57.1 µM]	u	-10%	1%	-2	5%	9%[57.1 µM]
CC(=O)Nc1ccc(N(CC(O)Cn2c3ccccc3c3ccccc32)S(=O)(=O)c2ccc(C)cc2)cc1 (centres undefined)
    6%	14%	1%[57.1 µM]	-5%	1%	-6%	2	5%	11%[57.1 µM]
COC(=O)C(Sc1nc(C)cc(C)c1C#N)c1ccccc1 (centres undefined)
    3%	-2%	5%	u	19%	4%[11.5 µM]	2	53%[activator]	21%
CN1CC(c2ccc(Cl)c(Cl)c2)[C@@]2(COc3ccccc3C2=O)[C@@]12C(=O)Nc1ccccc12 (some centres undefined)
    -1%	-5%	2%[57.1 µM]	-8%	0%	-7%	-1	3%	23%[57.1 µM]
CCOc1ccc(NS(=O)(=O)c2ccc3c(c2)oc(=O)n3C)cc1
    2%	-3%	-1%	-14%	12%	-3%	7	30%	-1%
COC(=O)C1=C(NC(=O)c2ccccc2C)CCS1
    5%	1%	-9%	1%	-7%	-4%	4	2%	10%
COc1ccccc1OCCC(=O)OCC(=O)NC(C)c1ccccc1 (centres undefined)
    -1%	1%	2%	-7%	2%	-7%	-1	49%[activator]	8%
Cc1cccc(C)c1NC(=O)CN(C)CC(=O)N1CC(=O)Nc2ccccc21
    2%	-9%	-7%[57.1 µM]	u	-15%	-9%	-9	39%[activator]	8%[57.1 µM]
O=C(O)c1n[nH]c2c1CCCC2
    -1%	0%	-5%	-5%	-21%	-9%	-6	9%	-27%

Sorted by the number under HP1b chromo inh (smallest number first): three from the list above.
canonical_smiles | HP1b chromo inh
CCOC(=O)C(C)Sc1ncnc2nc[nH]c12 (centres undefined) | 8%
O=C(NC1CC1)c1c(O)c2ccccc2[nH]c1=O | 11%
Cc1ccc(NC(=O)CSc2nc(C)c(C)c(C)n2)c([N+](=O)[O-])c1 | 18%

New compounds follow.
Order of results: mIDH1 inhibitor	Pin1 inhibitor	TrxR1 substrate	USP1-UAF1 inh	GLS inh	PGK inhibitor	PI4K2A block	HP1b chromo inh	TrxR1 inh
O=C(Cc1ccccc1)Nc1cccc(C(=O)N/N=C/c2ccco2)c1
    1%	-1%	-6%	-8%	5%	-4%	-4	15%	1%
CCCCn1c(N)c(N(CCOC)C(=O)c2cc(-c3ccc(OC)c(OC)c3)nc3ccccc23)c(=O)[nH]c1=O
    1%	-22%	-9%	-15%	6%	-2%	3	20%	-16%
COc1ccccc1N(C)S(=O)(=O)c1ccc(C(=O)NC(C)(C)C)cc1
    -2%	0%	3%	-2%	6%	-3%	0	11%	11%
CN(C)S(=O)(=O)c1ccc(Cl)c(C(=O)OCC(=O)NC(=O)c2cccn2C)c1
    4%	22%	-9%	-15%	-14%	-3%	-3	12%	-11%
CCOc1ccc(NC(=O)Cc2ccccc2)c([N+](=O)[O-])c1
    8%	44%[activator]	-5%	-10%	0%	i	-3	3%	2%
CCn1c(SCc2cccc(F)c2)nc2c(c1=O)SCC2
    0%	-1%	8%[57.1 µM]	-19%	0%	3%	-1	1%	16%[57.1 µM]
Cc1ccc(S(=O)(=O)N2CCCC2CNC(=O)C(=O)Nc2ccccc2)cc1 (centres undefined)
    4%	31%[activator]	9%	-14%	-5%	i	2	20%	24%
